Source: PubChem (NCI)
yeast sgs1 mgt1: NCI yeast anticancer drug screen, S. cerevisiae sgs1 mgt1 strain; % growth inhibition at 50 µM; 78,000 compounds, 10% hits;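 note: 0% = growth of vehicle-only cultures of the same strain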
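Mutant yeast exposed to compound; growth scored against vehicle-only wells.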
rad50: NCI yeast anticancer drug screen, S. cerevisiae rad50 strain | growth inhibition, % at 50 µM | 79,000 compounds, 10% hits;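 note: 0% = growth of vehicle-only cultures of the same strain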
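Vehicle-treated cultures provide the reference for the growth inhibition reported for compound-exposed, repair-deficient yeast.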
yeast bub3: NCI yeast anticancer drug screen, S. cerevisiae bub3 mutant strain | growth inhibition, % at 50 µM | 78,000 compounds, 9.9% hits | AID 167;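 note: 0% = growth of vehicle-only cultures of the same strain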
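Whole-cell yeast assay. The mutant strain was incubated with compounds, and growth inhibition was determined by comparison with vehicle-treated cells.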
cln2 rad14: NCI yeast anticancer drug screen, S. cerevisiae cln2 rad14 strain; % growth inhibition at 50 µM; 78,000 compounds, 8.3% hits; AID 165;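 note: 0% = growth of vehicle-only cultures of the same strain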
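Each compound was tested on cln2 rad14 yeast. Inhibition of growth was calculated against vehicle-exposed controls.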
yeast mec2-1: NCI yeast anticancer drug screen, S. cerevisiae mec2-1 strain; 79,000 compounds, 9% hits; growth inhibition, % at 50 µM;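 note: 0% = growth of vehicle-only cultures of the same strain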
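Test agents were screened against the mec2-1 yeast strain, with defined DNA repair or cell cycle alteration. Growth was scored as inhibition against vehicle-only controls.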
yeast mlh1 rad18: NCI yeast anticancer drug screen, S. cerevisiae mlh1 rad18 strain. growth inhibition, % at 50 µM. 79,000 compounds, 11% hits. AID 175;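 note: 0% = growth of vehicle-only cultures of the same strain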
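In this whole-cell yeast screen, a strain with altered DNA damage repair is challenged with compound, and its growth is measured against matched vehicle-treated controls.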
* marks the source's active call; other numbers are inactive results; nt = no result given; & = joins results of further samples. Cut-off read from the data, not from the text of the source: active = growth inhibition above about 70%; inactive = the rest.

SMILES	yeast sgs1 mgt1	rad50	yeast bub3	cln2 rad14	yeast mec2-1	yeast mlh1 rad18
Oc1c(N2CCCCC2)cc(-c2cc(N3CCCCC3)c(O)c3ccccc23)c2ccccc12	53	41	47	-72	4	52
COc1ccc(C=Nc2ccc([N+](=O)[O-])cc2O)cc1	12	13	20	-11	3	2
O=C1NC(N2CCCCC2)=N/C1=C\c1ccc(Cl)cc1	2	-8	-12	8	-7	-38
Nc1ccc(S(=O)(=O)Nc2ccc(I)cc2)cc1	-4	-12	-20	-9	-34	3
CC(=O)Nc1cccc(C(F)(F)F)c1[N+](=O)[O-]	-21	-34	-22	-2	8	-9
Cc1ccc(-c2nc3scc(C)n3n2)cc1	-4	1	8	-29	7	9
O=C(O)/C=C(/CC(=O)O)c1ccc(O)cc1	-10	-15	-19	-5	-22	-14
COc1ccc(-c2cc(O)c3nc4ccccc4n3c2)cc1	-29	-34	-30	-8	-26	-47
NC(CCCOS(=O)(=O)O)Cc1ccc2ccccc2c1 (stereo not drawn)	17	-11	4	10	9	9
O=C1CC(=C/c2ccccc2)/C(=C/c2ccccc2)C1	-5	-3	14	-128	10	2
ONc1ccc2c(c1)C1C(C3C2C2(Cl)C(Cl)=C(Cl)C3(Cl)C2(Cl)Cl)C2(Cl)C(Cl)=C(Cl)C1(Cl)C2(Cl)Cl (stereo not drawn)	8	36	25	20	14	25
Cc1c(Cl)cccc1NC(=O)COc1ccc(Cl)cc1	4	16	6	-4	9	4
COC1=C(N=[N+]=[N-])C(=O)c2ccccc2C1=O	7	38	-7	-34	9	16
OC1CSc2ccccc2-n2cccc21 (stereo not drawn)	22	26	7	33	6	16
COc1ccc2c(c1)CC/C(=C\C1(Sc3ccccc3)CC1)C2O (stereo not drawn)	-10	-12	-11	-17	-3	-16
CC(=O)c1ccccc1[N+](=O)[O-]	22	3	-8	6	-12	30
O=NN1C(c2ccccc2)CC(=NO)CC1c1ccccc1 (stereo not drawn)	61	64	57	14	42	54
O=C(CO)Nc1cccc(Cl)c1	-17	-10	-15	-18	1	-19
COc1cc(/C=N/NC(=O)c2cccs2)cc(OC)c1OC	nt	-13	nt	nt	-26	-13
C=C(NC(=O)C(c1ccccc1)c1ccccc1)C(=O)O	-1	22	-2	-25	12	17
CCCCN1C(=O)c2ccccc2C1=O	27	6	9	8	-11	13
Clc1ccc(CN2COc3c(ccc4ccccc34)C2)cc1	83*	89*	90*	61	60	59
CCCCCC[n+]1ccc(C#N)cc1	6	16	5	0	-4	19
CCOC(=O)CCC1(C(=O)OCC)CCCC1=O (stereo not drawn)	-27	-13	11	-10	-21	-19
Cc1ccc(S(=O)(=O)Oc2nncc(-c3ccccc3)n2)cc1	-11	3	4	3	11	-15

22 entries out of the list, arranged by formula weight, falling.
SMILES	yeast sgs1 mgt1	rad50	yeast bub3	cln2 rad14	yeast mec2-1	yeast mlh1 rad18
ONc1ccc2c(c1)C1C(C3C2C2(Cl)C(Cl)=C(Cl)C3(Cl)C2(Cl)Cl)C2(Cl)C(Cl)=C(Cl)C1(Cl)C2(Cl)Cl (stereo not drawn)	8	36	25	20	14	25
Oc1c(N2CCCCC2)cc(-c2cc(N3CCCCC3)c(O)c3ccccc23)c2ccccc12	53	41	47	-72	4	52
Nc1ccc(S(=O)(=O)Nc2ccc(I)cc2)cc1	-4	-12	-20	-9	-34	3
COc1ccc2c(c1)CC/C(=C\C1(Sc3ccccc3)CC1)C2O (stereo not drawn)	-10	-12	-11	-17	-3	-16
Cc1ccc(S(=O)(=O)Oc2nncc(-c3ccccc3)n2)cc1	-11	3	4	3	11	-15
COc1cc(/C=N/NC(=O)c2cccs2)cc(OC)c1OC	nt	-13	nt	nt	-26	-13
Clc1ccc(CN2COc3c(ccc4ccccc34)C2)cc1	83*	89*	90*	61	60	59
NC(CCCOS(=O)(=O)O)Cc1ccc2ccccc2c1 (stereo not drawn)	17	-11	4	10	9	9
O=NN1C(c2ccccc2)CC(=NO)CC1c1ccccc1 (stereo not drawn)	61	64	57	14	42	54
O=C1NC(N2CCCCC2)=N/C1=C\c1ccc(Cl)cc1	2	-8	-12	8	-7	-38
C=C(NC(=O)C(c1ccccc1)c1ccccc1)C(=O)O	-1	22	-2	-25	12	17
COc1ccc(C=Nc2ccc([N+](=O)[O-])cc2O)cc1	12	13	20	-11	3	2
O=C1CC(=C/c2ccccc2)/C(=C/c2ccccc2)C1	-5	-3	14	-128	10	2
CCOC(=O)CCC1(C(=O)OCC)CCCC1=O (stereo not drawn)	-27	-13	11	-10	-21	-19
CC(=O)Nc1cccc(C(F)(F)F)c1[N+](=O)[O-]	-21	-34	-22	-2	8	-9
COC1=C(N=[N+]=[N-])C(=O)c2ccccc2C1=O	7	38	-7	-34	9	16
O=C(O)/C=C(/CC(=O)O)c1ccc(O)cc1	-10	-15	-19	-5	-22	-14
OC1CSc2ccccc2-n2cccc21 (stereo not drawn)	22	26	7	33	6	16
CCCCN1C(=O)c2ccccc2C1=O	27	6	9	8	-11	13
CCCCCC[n+]1ccc(C#N)cc1	6	16	5	0	-4	19
O=C(CO)Nc1cccc(Cl)c1	-17	-10	-15	-18	1	-19
CC(=O)c1ccccc1[N+](=O)[O-]	22	3	-8	6	-12	30

In a second layout: 2 of the compounds above
> CCCCN1C(=O)c2ccccc2C1=O
  yeast sgs1 mgt1 = 27
  rad50 = 6
  yeast bub3 = 9
  cln2 rad14 = 8
  yeast mec2-1 = -11
  yeast mlh1 rad18 = 13
> Clc1ccc(CN2COc3c(ccc4ccccc34)C2)cc1
  yeast sgs1 mgt1 = 83*
  rad50 = 89*
  yeast bub3 = 90*
  cln2 rad14 = 61
  yeast mec2-1 = 60
  yeast mlh1 rad18 = 59

Going on with the list:
SMILES	yeast sgs1 mgt1	rad50	yeast bub3	cln2 rad14	yeast mec2-1	yeast mlh1 rad18
S=C(CC(=S)N1CCOCC1)N1CCOCC1	-10	-15	-12	-15	-2	-2
Nc1nnc(CCCCCCCc2nnc(N)o2)o1	3	-6	7	8	13	13
COC(=O)C1=C(C)NC(C)=C(C(=O)OC)C1c1ccccc1NO	0	7	26	6	-4	-62
O=C(O)c1nc[nH]c1C(=O)O	-19	1	-29	-11	-9	44
CN(C)CCCOCCn1c2c(c3ccccc31)CCCC2	13	19	16	-3	-1	-90
COC(=O)C1(C(C)C(=O)c2ccc(Cl)cc2)NC(=S)NC(=O)C1C#N (stereo not drawn)	-25	0	-8	-1	6	13
Cc1sc2ccc(-c3ccccc3)cc2[n+]1C	nt	38	nt	nt	8	54
O=C(O)CC(NC(=O)CP(=O)(O)O)C(=O)O (stereo not drawn)	-11	-9	-8	2	-22	-13
CCOC(=O)C1CN2C(=O)CCC2C1=O (stereo not drawn)	9	-6	15	-6	15	5
O=[N+]([O-])c1ccc(/C=N\N=C\c2ccco2)cc1	-4	2	-10	-50	17	5
O=C(O)C1CCCN1C(=O)OCc1ccccc1 (stereo not drawn)	-18	-23	-23	-2	-48	-9
N#Cc1ccc(Oc2nc3ccccc3nc2-c2ccccc2)cc1	34	38	28	63	22	54
CN=C(N)c1ccc(N)cc1	-20	-10	2	-4	-13	2
CCCCCCCCCCCCCCCCCCOP(=O)([O-])OC1CC[N+](C)(C)CC1	91*	90*	89*	90*	92*	92*
O=C(CCC(=O)Nc1cc(Cl)ccc1Cl)CC(=O)c1ccc([N+](=O)[O-])cc1	4	10	-2	14	29	40
Cc1ccc(S(=O)(=O)NNC(=O)c2sc(-c3nc(C)c(C(=O)NNS(=O)(=O)c4ccc(C)cc4)s3)nc2C)cc1	83*	7	14	-43	8	15
C[N+]1=C(/C=C\c2ccc(O)c3ccccc23)C(C)(C)c2ccccc21	36	40	38	55	50	44
CCOC(=O)C(C)(C)Oc1ccc2c(-c3ccc(Cl)cc3)cc(=O)oc2c1	-2	9	-12	8	-5	3
CCc1ccccc1NC(=O)C1=C(C)NC(C)=C(C(=O)Nc2ccccc2CC)C1c1ccc(NC(C)=O)cc1	3	-11	11	14	20	-4
CN(C=O)c1ccc(C(=O)O)cc1	-6	4	18	2	12	11
CC(=O)c1ccc2ccccc2c1O	-26	3	-3	-11	-12	-5
O=C(CCl)Oc1c(Br)cc(-c2ccccc2)cc1Br	89*	77*	17	42	56	82*
C=C1N(S(=O)(=O)c2ccc(C)cc2)C(=O)OCC12CCCC2	20	2	54	9	-2	4
C[Si](C)(C)CNC(=S)S	6	-17	-6	-47	-12	-13
CCOc1ccccc1NC(=O)C1=C(C)NC(C)=C(C(=O)Nc2ccccc2OCC)C1c1ccc([N+](=O)[O-])cc1	-3	-20	31	-5	27	-7
The list goes on.
SMILES	yeast sgs1 mgt1	rad50	yeast bub3	cln2 rad14	yeast mec2-1	yeast mlh1 rad18
O=C1OC(c2ccccc2)(c2ccccn2)c2ccccc21 (stereo not drawn)	-4	17	-8	2	14	-6
CC(=O)OC1CCC2(C)C(=CCC3C4CCC5(OC6CC(C)CN(C(C)=O)C6C5C)C(C)=C4C(=O)C32)C1 (stereo not drawn)	69	83*	81*	84*	68	77*
CCCNC(=O)N(CC)S(=O)(=O)c1ccc(Cl)cc1	5	-17	23	16	-4	23
C[N+]1(C)CCCC1	24	24	35	8	6	16
COc1cc(C(c2ccc(N(Cc3ccccc3)Cc3ccccc3)cc2NC(C)=O)c2ccc(N(Cc3ccccc3)Cc3ccccc3)cc2NC(C)=O)ccc1O	-11	3	-5	-8	2	38
CCOC(=O)c1sc(C(=O)OCC)c(O)c1O	98*	97*	96*	58	96*	97*
CC(=O)OCC(=O)[C@@]1(O)CC[C@H]2[C@@H]3CCC4=CC(=O)CC[C@]4(C)[C@H]3[C@@H](O)C[C@@]21C	-3	-21	-23	-20	-17	-38
CCOC(=O)c1ccc(Nc2nnc(-c3ccccc3Cl)s2)cc1	26	20	5	20	9	21
CCCCCOC(=O)CC(c1ccccc1)N1CCCCC1 (stereo not drawn)	19	32	23	-23	-7	6
CN(C)CCNc1nnc(NCCN(C)C)c2cc3ccccc3cc12	-2	-1	-1	10	27	7
Nc1cc(C(F)(F)F)ccc1S(=O)(=O)c1ccccc1	-2	-7	17	-30	-15	-6
O=CC1(CCc2ccccc2)NC(=O)NC1=O (stereo not drawn)	3	5	0	-19	11	1
NC1=NC(=O)C(CC(=O)Nc2ccc(Cl)cc2Cl)S1 (stereo not drawn)	-15	-12	-6	3	-18	-6
N#CN=[N+]([O-])c1ccc(C(=O)O)cc1	91*	92*	92*	92*	94*	91*
O=[N+]([O-])c1ccc(Nc2ccccc2)nc1	7	-23	-6	3	-35	-5
CCOC(=O)C1=C(C)NC(=O)NC1c1cccs1 (stereo not drawn)	-14	-11	-14	6	-27	-20
CN1CC(C)(C)C(=O)c2ccccc21	-3	-19	1	-41	-1	-8
O=C(Nc1ccc2c(c1)OCO2)O/N=C\c1ccccn1	18	9	9	57	27	42
O=C(O)/C(=C\c1ccccc1)Cc1ccccc1	-24	-16	-31	-24	-3	2
O=C(O)CCC1CC1C(=O)c1ccccc1 (stereo not drawn)	-4	15	-29	-37	6	18
C[C@]12CCC(=O)CC1CCCC2=O (stereo partly drawn)	6	10	-7	24	-11	20
CSc1nc2c([nH]1)c(=O)n(C)c(=O)n2C	8	9	17	-2	21	7
CCc1cc2c(oc3cc(C)ccc32)c(=O)n1C	-14	-12	-14	14	-8	-9
CCN(CC)Cc1cc(-n2cnc3c(=S)nc[nH]c32)ccc1O	-9	-3	-6	3	-12	-3
O=C(O)/C(=C\c1ccc2ccccc2n1)Cc1ccc2ccccc2n1	-21	-21	-2	-82	-18	10
O=C1NC(=O)c2ccc3c4ccc5c6c(ccc(c7ccc1c2c73)c64)C(=O)N(c1ccccc1)C5=O	-6	-19	-1	-36	1	-1
CCNC(=O)c1c(C)nc(-c2ccccc2)nc1Nc1ccc(OCC)cc1	11	5	-10	-14	4	12
CCOC(=O)/C(F)=C/c1ccc(C)cc1	4	21	0	11	-9	8
O=C(NC(=S)Nc1ccc(S(=O)(=O)c2ccc(NC(=S)NC(=O)c3ccccc3)cc2)cc1)c1ccccc1	-8	-28	-32	9	-33	-13
O=c1[nH]c2nc3ccccc3nc2[nH]c1=O	16&-33&-5	-16&-44&13	10&-12&-3	14&-5&7	-3&2&11	2&-36&0
